Screening results deposited in PubChem by several laboratories.
SV40 large T antigen = SV40 large T antigen inhibitors, biochemical (AID 1903). inhibition, % at 20 µM, or IC50 in µM where a hit was titrated. hit rate 0.39% among 310,000. SV40 large T antigen ATPase/helicase inhibition assay; higher % means a stronger effect; in the data active = a potency from the dose series; inconclusive = inhibition mostly from about 32% at the one dose, without a potency; inactive = the rest, 99 in 100 with inhibition below about 32%; note: strong numbers were not always called active
West Nile antiviral = West Nile virus antiviral activity, cell-based, CPE readout (AID 1621) | West Nile virus-infected cells, CPE inhibition; higher % means a stronger effect | CPE inhibition, % at 10 µM; hits with a dose series show IC50 in µM | hit rate 0.02% among 290,000; in the data active = a potency from the dose series; inconclusive = CPE inhibition mostly from about 3.7% at the one dose, without a potency; inactive = the rest, 99 in 100 with CPE inhibition below about 2.2%; note: strong numbers were not always called active
Rac1 GTP hydrolysis = MgcRacGAP GTPase-activating activity inhibitors, confirmation, biochemical, ADP Hunter fluorescence | AID 624330, 2012 | MgcRacGAP-stimulated Rac1 GTP hydrolysis, ADP Hunter fluorescence; higher % means a stronger effect; GST-tagged Rac1 F28L mutant substrate | hit rate 0.6% among 340,000 | inhibition, % at 30 µM, or IC50 in µM where a hit was titrated;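 active = first-screen hits whose inhibition reached a set limit at any dose in the follow-up dose series; inconclusive = inhibition above the set first-screen limit but never retested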;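 note: fluorescence reports GDP produced by GAP-driven GTP hydrolysis; strong numbers were not always called active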
Dengue-2 NS5 capping = Dengue-2 NS5 methyltransferase inhibitors, primary screen, biochemical, confirmation dose response (AID 588689) | Genome polyprotein (Dengue virus type 2 (strain 16681-PDK53)) | Dengue-2 NS5 methyltransferase capping enzyme assay, biochemical; higher % means a stronger effect | one-dose inhibition, % at 25 µM; IC50 in µM for titrated hits | hit rate 0.3% among 340,000; in the data active = a potency from the dose series; inconclusive = inhibition above about 29% without an active follow-up result
RSV antiviral HEp-2 = RSV antiviral activity via CPE protection, HEp-2 cells, primary 10 µM value included (AID 2391); HEp-2 cells, RSV-induced CPE inhibition; higher % means a stronger effect; CPE inhibition, % at 10 µM; hits with a dose series show IC50 in µM; hit rate 0.13% among 310,000; in the data active = a potency from the dose series; inconclusive = CPE inhibition mostly from about 23% at the one dose, without a potency; inactive = the rest, 99 in 100 with CPE inhibition below about 21%; note: strong numbers were not always called active
ER stress rescue = rescue of cells from ER stress-induced death, primary screen, 384-well, CSM14.1, thapsigargin, ATP luminescence (AID 1222) | CSM14.1 thapsigargin-induced death rescue, ATP luminescence; higher % means a stronger effect | cellular ATP content (survival), % at 20 µM; hits with a dose series show EC50 in µM | 190,000 tested, under 10 active;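 active = EC50 below 50 µM in the dose-response confirmation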;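 note: death triggered by thapsigargin at about 15 µM added after 2 h compound pretreatment; cell ATP read after overnight thapsigargin exposure of roughly 18 to 22 hours; normalized against plate controls of thapsigargin alone and 5% DMSO vehicle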
Salmonella PhoP GFP = inhibitors of PhoP regulon expression, primary screen, Salmonella Typhimurium, GFP reporter (AID 1863); S. Typhimurium PhoP-regulated promoter GFP reporter, 4 h; higher % means a stronger effect; hit rate 0.16% among 300,000; inhibition, % at 50 µM; hits with a dose series show IC50 in µM;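 active = inhibition over 29.93%, a cutoff 3 SD above the screen mean, later confirmed by dose response; inconclusive = inhibition over 29.93% but no dose response follow-up; inactive = inhibition at most 29.93% or unconfirmed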;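 note: 0% = low Mg2+ inducing control and 100% = high Mg2+ repressing control; strong numbers were not always called active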
LYP inhibition = inhibitors of LYP phosphatase, biochemical, fluorescence intensity, uHTS (AID 1779) | Tyrosine-protein phosphatase non-receptor type 22 (Homo sapiens) | recombinant LYP phosphatase, fluorescence intensity; higher % means a stronger effect | inhibition, % at 11.5 µM, or IC50 in µM where a hit was titrated | hit rate 0.054% among 290,000; in the data active = inhibition above about 50%;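 note: plate controls were vehicle with enzyme for no effect and no enzyme for full effect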
GPR35 antagonists = GPR35 antagonists blocking zaprinast-driven arrestin recruitment, primary screen, imaging, U2OS, beta-arrestin-GFP, zaprinast agonist (AID 2058); U2OS GPR35 beta-arrestin-GFP translocation imaging, zaprinast antagonism; higher % means a stronger effect; one-dose inhibition, % at 10 µM; IC50 in µM for titrated hits; hit rate 0.052% among 290,000;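 active = inhibition of at least 50% with at least 30 cells and total cytoplasm GFP at most 10,000,000; inconclusive = under 30 cells or total GFP of 10,000,000 plus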
Dengue-2 NS5 capping pilot replicate = recorded beside Dengue-2 NS5 capping, whose call it bears; inhibition, %; measured here: pilot screen replicate inhibition
* marks the source's active call; other numbers are inactive results; ? = inconclusive; nt = not tested or not shown. Hits appear at their usual frequency, and some 1.5% of all compounds hit somewhere here.

SMILES	SV40 large T antigen	West Nile antiviral	Rac1 GTP hydrolysis	Dengue-2 NS5 capping	RSV antiviral HEp-2	ER stress rescue	Salmonella PhoP GFP	LYP inhibition	GPR35 antagonists	others
COc1cc([N+](=O)[O-])c2nccnc2c1	4%	0.5%	2%	-5%	-1.4%	0.0%	-4%	-3%	3%
CCc1nnc(NC(=O)C(CC)CC)s1	22%	1.3%	-11%	-13%	0.8%	nt	-2%	2%	-3%
Cc1cccc2sc(NNC(=O)c3ccc(S(=O)(=O)N4CCc5ccccc5C4)cc3)nc12	9%	nt	5%	-6%	-0.7%	-0.8%	?	1%	0%
COc1ccc(OCCNC(=O)Nc2cc(F)c(F)cc2Cl)cc1	2%	-0.6%	-2%	-7%	?	-1.5%	-2%	-2%	-7%
O=C(COC(=O)Cc1cccs1)Nc1ccc(OC(F)(F)F)cc1	9%	nt	9%	-7%	2.7%	nt	0%	nt	nt
CC1(C(=O)O)CCC(C(=O)Nc2cccc(F)c2)C1(C)C (centres undefined)	11%	1.0%	-1%	-6%	0.1%	nt	7%	-9%	7%
CC(=O)CCn1cc([N+](=O)[O-])nc1C	10%	0.6%	4%	-14%	2.1%	nt	1%	-3%	22%
CCn1cnc2c1c(=O)n(CC(=O)O)c(=O)n2Cc1ccccc1	1%	-0.1%	6%	-1%	0.3%	nt	11%	-6%	-10%
COc1ccc(NC(=O)CCCC(=O)NCCc2ccc(OC)c(OC)c2)cc1	4%	-0.4%	8%	-5%	2.0%	nt	-3%	-8%	7%	Dengue-2 NS5 capping pilot replicate=2.4
O=C(NC(Cc1ccccc1)C(=O)O)/C(=C/c1cccc(Br)c1)NC(=O)c1ccco1 (centres undefined)	-2%	-0.1%	6%	-6%	1.2%	nt	1%	-8%	0%
c1ccc(-c2ccc(-c3[nH]ncc3CN3CCC(N4CCSCC4)CC3)cc2)cc1	nt	24%	4%	2%	-1.8%	-2.6%	nt	-1%	-4%
CCOC(=O)c1cccc(NC(=O)CNS(=O)(=O)c2cccs2)c1	-3%	-0.5%	10%	1%	3.2%	-0.8%	-2%	-3%	-8%
OCCCc1nc2ccccc2[nH]1	13%	-0.2%	3%	nt	0.1%	-0.1%	0%	-5%	-14%
CSCCC(NC(=O)c1cncc(Br)c1)C(=O)O (centres undefined)	4%	0.2%	3%	1%	-0.7%	1.0%	7%	-8%	1%
COc1ccc(N2CCN(S(=O)(=O)c3ccc(C(=O)NC4CCCC4)cc3)CC2)cc1	3%	0.2%	1%	-3%	1.7%	-1.8%	11%	-10%	-5%
CC(=O)c1c(NC(=O)c2ccccc2)[nH]c(-c2ccccc2)nc1=S	5%	-0.5%	3%	-15%	3.3%	0.6%	-9%	-4%	2%
CCC(C(=O)O/N=C(\N)c1ccc(C)cc1)c1ccccc1 (centres undefined)	5%	0.4%	4%	5%	1.8%	5.6%	2%	-9%	8%
Cc1cc(C)cc(NC(=O)c2sc3nc4n(c(=O)c3c2C)CCC4)c1	1%	0.8%	8%	-4%	22%	nt	-8%	-8%	17%
NNC(=O)c1ccc(CN2CCCCC2)o1	64%	-0.3%	2%	7%	-0.2%	-3.5%	-2%	3%	2%
O=C(COc1cccnc1[N+](=O)[O-])Nc1cccc(S(=O)(=O)N2CCCCC2)c1	14%	-1.0%	1%	-5%	0.3%	-1.1%	-7%	1%	4%
O=C(O)c1ccc(N/N=C/c2cc(Br)cs2)cc1	17%	0.3%	12%	5%	54%	nt	-2%	-3%	-8%
COc1ccc(SN=C2C(C)=CC(=O)C=C2C)cc1	12%	-1.1%	10%	1%	5.4%	1.0%	5%	4%	1%
CSc1nc2ccccc2cc1/C=C(\C#N)c1cccc(C)c1	2%	0.6%	7%	-1%	-0.1%	-2.8%	-8%	-9%	55%*
CCOC(=O)C1(C)NC(c2ccc(OC)c(OC)c2)C2C(=O)N(CC)C(=O)C21 (centres undefined)	-1%	0.6%	5%	1%	-0.2%	0.4%	-2%	-3%	3%
COCc1cc(C)nc(SCc2ccc([N+](=O)[O-])cc2)c1C#N	1%	-1.4%	14%	0%	3.6%	nt	6%	-6%	-2%
C=CCN1C(=NC(=O)COc2ccc(Cl)cc2)SC2CS(=O)(=O)CC21 (centres undefined)	12%	0.3%	15%	1%	5.0%	nt	1%	-6%	10%
Cc1cccc(C(=O)Nc2ccc(CC(=O)O)cc2)c1	4%	1.3%	4%	-7%	1.1%	3.9%	1%	-8%	-3%
CC1(C(=O)N/N=C/c2ccccc2)CC1(Br)Br (centres undefined)	4%	-0.5%	2%	-1%	1.8%	0.3%	9%	-3%	12%
Cc1nc(CS(=O)(=O)c2ccccc2)cc(Sc2ccc(Cl)cc2Cl)n1	6%	-0.7%	3%	-11%	8.9%	-1.8%	13%	-5%	-11%
Cc1cccc(C(=O)O/N=C(\N)Cc2ccc([N+](=O)[O-])cc2)c1	2%	2.1%	6%	3%	6.3%	-2.4%	-6%	-1%	2%
CCOCCCNCc1ccc(OCc2ccccc2C)c(OC)c1	16%	-0.6%	2%	-5%	-2.7%	-2.6%	0%	2%	-25%
CCCOc1ccc(-c2nc(=S)[nH][nH]2)cc1	22%	-0.7%	12%	-2%	49%	-1.2%	3%	-5%	2%
COc1ccc(NCC(=O)Nc2ccc(Cl)cc2C)c(OC)c1	8%	0.2%	10%	1%	0.1%	-0.2%	1%	-7%	13%
COc1ccccc1OCCCC(=O)Nc1nccs1	10%	0.2%	6%	-6%	-0.5%	-0.5%	-6%	1%	17%
COc1ccc(CN2CCC(Cc3ccccc3)CC2)cc1OC	0%	-0.5%	29%	-3%	-1.1%	nt	9%	-8%	0%
O=C(C1CCN(C2CCN(Cc3ccsc3)CC2)CC1)N1CCOCC1	23%	0.6%	6%	0%	0.2%	nt	-4%	-7%	1%
C#CCOCCOCCOCCNc1nc(N2CCN(C(=O)[C@H]([C@@H](C)CC)n3cc(CCCN=C(N)N)nn3)CC2)nc(N2CCN(C(=O)[C@H]([C@@H](C)CC)n3cc(CCCN=C(N)N)nn3)CC2)n1	-8%	-0.3%	nt	nt	nt	2.1%	-4%	-5%	-8%
O=C(Nc1ccc(-c2nc3cc(NC(=O)c4cccs4)ccc3o2)cc1)c1cccs1	7%	0.7%	7%	-4%	0.3%	-2.5%	3%	-5%	21%
CN(Cc1ccccc1)C(=O)c1[nH]cnc1C(=O)N[C@@H](Cc1ccccc1)C(=O)OCc1ccccc1	6%	0.2%	7%	-13%	2.0%	-4.6%	1%	5%	-6%
Cc1nnc(SCC(=O)Nc2ccc(S(=O)(=O)N3CCCCC3)cc2)s1	3%	0.1%	-1%	-14%	1.2%	-0.7%	5%	-6%	16%
COc1ccc(-c2cc(C(F)(F)F)n3ncc(C(=O)N4CCCCC4c4cccnc4)c3n2)cc1 (centres undefined)	12%	-0.4%	3%	2%	0.2%	nt	-3%	4%	4%
CCn1c(CNC(=O)c2ccco2)nnc1SCC(=O)c1ccc(F)cc1	2%	-0.5%	6%	-11%	0.2%	nt	5%	-10%	8%
CC(=O)c1cnc2sccn2c1=O	7%	-0.3%	6%	12%	1.7%	-0.6%	-4%	13%	-4%
CC(=O)c1cn(CCOc2ccccc2C)c2ccccc12	2%	1.0%	6%	-3%	14%	nt	9%	-2%	5%	Dengue-2 NS5 capping pilot replicate=2.7
O=C(N/N=C/c1ccccc1)c1sccc1OCc1ccc(F)cc1	-2%	-0.4%	1%	-14%	2.9%	-0.7%	-5%	10%	6%
S=C(NCc1ccccc1)Nc1ccc(Oc2ccccc2)cc1	0%	?	7%	2%	4.4%	nt	2%	-7%	-9%
CCC(C)(C)NC(=O)c1ccc2c(c1)N(CC(=O)NC1CCCC1)C(=O)C(C)(C)O2	7%	-0.8%	5%	-2%	0.1%	nt	7%	-7%	-17%
CCCCn1c(SCC(=O)Nc2nnc(C)s2)nnc1-c1ccncc1	1%	-0.3%	6%	-2%	-0.3%	2.0%	4%	-5%	20%
CN1C(=O)/C(=C/C=C2\SCCN2C)SC1=S	11%	-1.1%	nt	nt	nt	-2.2%	4%	-7%	20%
CC1CCCCC1NC(=O)CCNS(=O)(=O)c1ccc2c(c1)CCC(=O)N2 (centres undefined)	8%	0.5%	11%	-9%	-1.1%	nt	-5%	1%	4%
COc1ccccc1N1CCN(Cc2ccc(OC)c3ccccc23)CC1	0%	-0.1%	7%	-6%	10%	-0.6%	22%	-3%	20%
O=C(CSc1nnc(CNC(=O)c2cccs2)o1)NC1CCCCC1	23%	-0.1%	1%	4%	1.0%	-2.2%	-13%	0%	-3%
CCC(=O)OC1(C(=O)CCl)[C@@H](C)C[C@H]2[C@@H]3CCC4=CC(=O)C=C[C@]4(C)[C@@]3(F)[C@@H](O)C[C@@]21C (some centres undefined)	6%	nt	4%	4%	-1.9%	nt	-6%	nt	nt
O=C(COC(=O)c1cnccn1)c1ccccc1	-3%	nt	8%	-4%	nt	-0.7%	6%	-7%	2%
COCCn1c(SCC(=O)NNC(=O)c2ccc(OC)c(OC)c2)nc2ccccc2c1=O	8%	0.1%	1%	-6%	-0.1%	-0.6%	-3%	-8%	-10%
CCN1CCN(c2ccc(S(=O)(=O)N3CCCCC3)cc2NC(=O)COc2ccc(F)cc2Cl)CC1	1%	-1.1%	4%	0%	2.5%	nt	9%	-10%	10%
Cc1ccc(-c2cnn(-c3cccc(C(F)(F)F)c3)c2N)cc1	9%	-1.8%	11%	-3%	7.6%	-0.9%	11%	-4%	16%	Dengue-2 NS5 capping pilot replicate=-7.9
Cc1ccc2c(c1)N(CCC(=O)NCC1CCCO1)C(=O)CO2 (centres undefined)	3%	-0.1%	8%	-1%	0.2%	0.5%	2%	-3%	7%
Nc1ccc(-c2c3ccccc3nc3ccccc23)cc1	1%	0.5%	nt	-4%	0.5%	nt	1%	-4%	7%
Cc1ccc(C(=O)Nc2ccccc2C(=O)N2CCOCC2)cc1[N+](=O)[O-]	4%	-0.4%	-2%	-4%	1.1%	-1.1%	8%	4%	-5%
O=C1CCC(C(=O)NCc2ccccc2)N1 (centres undefined)	-2%	0.4%	15%	nt	-0.9%	nt	7%	-9%	5%
